CHT PAM = allosterically activates the human high affinity choline transporter. AID 488977. B-score at 10 µM. CHT-expressing cells, membrane potential dye, choline EC20; hits give high values; LV-AA mutant CHT in HEK293 cells. 0.49% of 310,000 active;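 active = initial fluorescence not abnormally high and integrated response B-score, plate-corrected, over 3 SD above library mean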
Target sequence (Q9GZV3 whole entry, looked up): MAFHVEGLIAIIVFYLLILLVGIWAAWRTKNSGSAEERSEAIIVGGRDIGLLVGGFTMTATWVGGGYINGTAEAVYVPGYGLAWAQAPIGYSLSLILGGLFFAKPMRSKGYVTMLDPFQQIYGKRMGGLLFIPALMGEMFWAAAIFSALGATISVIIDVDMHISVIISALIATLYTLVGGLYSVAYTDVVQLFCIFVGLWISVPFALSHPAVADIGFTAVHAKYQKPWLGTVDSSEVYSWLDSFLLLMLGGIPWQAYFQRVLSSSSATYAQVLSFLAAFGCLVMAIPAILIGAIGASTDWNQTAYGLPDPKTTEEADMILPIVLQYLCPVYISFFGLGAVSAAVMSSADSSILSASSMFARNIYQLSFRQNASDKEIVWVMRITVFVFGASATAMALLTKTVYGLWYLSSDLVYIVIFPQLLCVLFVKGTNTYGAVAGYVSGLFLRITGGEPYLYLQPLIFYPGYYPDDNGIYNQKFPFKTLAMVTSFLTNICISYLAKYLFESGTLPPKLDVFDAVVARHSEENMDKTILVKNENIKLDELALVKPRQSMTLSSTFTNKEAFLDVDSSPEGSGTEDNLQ
CHT inh = inhibitors of human choline transporter CHT. Q9GZV3. B-score at 10 µM. CHT-expressing cells, membrane potential dye, choline response; hits give low values. 0.86% of 310,000 active;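 active = B-score over 3 SD under the library average, and starting fluorescence ratio not unusually high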;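 also: choline stimulus applied at its EC90 after an EC20 pre-addition; B-score computed on integrated fluorescence ratio after choline addition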
* hit, by the source's call; i = inactive. The order is random; about 1.5% have a hit in one of these screens.

Values run as follows: CHT PAM	CHT inh
O=S(=O)(c1ccc2ccccc2c1)N1CCN(CCO)CC1
 : i	i
O=C(Nc1nc(-c2cc(Cl)sc2Cl)cs1)c1ccc(Br)s1
 : i	i
CC(C)N(C(=O)CSc1nnc(-c2ccc3c(c2)OCO3)n1C)C(C)C
 : i	i
O=C(O)CSc1nnc(NC(=O)c2ccc3c(c2)OCO3)s1
 : i	i
OCCCCNCc1ccc(OCc2ccc(Cl)cc2Cl)cc1
 : i	i
O=C(Nc1sc2c(c1C(=O)O)CCCC2)c1ccc(F)cc1
 : i	i
COCCn1c(SCC(=O)N2CCCCCC2)nc2c(c1=O)SCC2
 : i	i
O=c1c(C(c2ccc(F)cc2)c2c(O)nc3n(c2=O)CCS3)c(O)nc2n1CCS2
 : i	i
COC(=O)c1ccc(Oc2cc(C)nc(SC)n2)cc1
 : i	i
O=C(NCCC1=CCCCC1)C(=O)NCC1OCCCN1S(=O)(=O)c1ccc(F)cc1 (stereo unspecified)
 : i	i
Cc1ccc(-n2ncc3c(=O)n(CC(=O)NCc4ccco4)cnc32)cc1C
 : i	i
Cc1cc(C)cc(NC(=O)CN2C(=O)NC(C)(c3ccccc3)C2=O)c1 (stereo unspecified)
 : i	i
Cc1ccc(S(=O)(=O)NNC(=O)C2Cc3c(ccc4ccccc34)O2)cc1 (stereo unspecified)
 : i	i
O=C(Nc1ccccc1Cl)C1CCCN1C(=O)OCc1ccccc1 (stereo unspecified)
 : i	i
Cc1cc(NC(=O)CSc2nnnn2-c2ccc(C)c(Cl)c2)no1
 : i	i
O=C(NCCO)c1scc2c1OCCO2
 : i	i
CC(OC(=O)[C@H](C)NC(=O)c1ccccc1Cl)C(=O)NCc1ccc2c(c1)OCO2 (stereo partly specified)
 : i	i
Cc1onc(-c2ccccc2Cl)c1C(=O)Nc1ccc(S(=O)(=O)N2CCCC2)cc1
 : i	i
Cc1nnc(NC(=O)C(c2ccccc2)c2ccccc2)s1
 : i	i
CCCn1c(SCC(=O)NC2CCCC2)nnc1-c1ccccn1
 : i	i
Cc1cccc(C(=O)Nc2ccccc2C(=O)NCc2cccnc2)c1
 : i	i
CCN(CC(=O)NCc1cccs1)C(=O)c1ccc(OC)c(S(=O)(=O)N2CCOCC2)c1
 : i	i
CCOC(=O)c1cnc2ncnn2c1N
 : i	i
c1ccc2oc(Cc3ccc(Cc4nc5ccccc5o4)cc3)nc2c1
 : i	i
CC(=O)Nc1ccc(S(=O)(=O)N2CCC(C(=O)NC3CC3)CC2)cc1
 : i	i
O=c1cc(-c2cccc(F)c2)[nH]c2ccccc12
 : i	i
Oc1ccc(Br)cc1-c1cc(-c2ccccc2F)[nH]n1
 : i	i
COc1ccc(CCNC(=O)Cn2cnc3c(cnn3C(C)(C)C)c2=O)cc1OC
 : i	i
O=C1CCC(=O)N1c1nc2nc(-c3ccccc3)cc(-c3ccccc3)n2n1
 : i	i
COc1ccc2c(c1)c(C(C)=O)c(C)n2CCc1ccc(OC)c(OC)c1
 : i	i

Values run as follows: CHT PAM	CHT inh
COc1ccc(C(CNS(=O)(=O)c2ccc(C)cc2)N2CCN(C)CC2)cc1 (stereo unspecified)
 : i	i
O=C(CN1CCCCC1)Nc1cccc(-n2cnnn2)c1
 : i	i
Cn1c(SCc2ccc(Br)cc2)nc2ccccc2c1=O
 : i	i
CC(=O)C1=C(O)C(=O)N(CCO)C1c1ccccc1 (stereo unspecified)
 : i	i
CCn1c(SCc2nc3cc(OC)c(OC)cc3c(=O)[nH]2)nnc1-c1ccncc1
 : i	i
NC(=S)NC1CCS(=O)(=O)C1 (stereo unspecified)
 : i	i
O=C(Nc1cccnc1)c1ccc(-c2ccccc2)cc1
 : i	i
CN1C(=O)N(C)C2C1N(CN1CCCCC1)C(=O)N2CN1CCCCC1 (stereo unspecified)
 : i	i
COc1ccc(Nc2nc(C)nc3c2nnn3Cc2ccccc2)cc1OC
 : i	i
CC(C)CC1(C)NC(=O)NC1=O (stereo unspecified)
 : i	i
Cc1ccc2nc(NC(=O)C3CCN(c4ncnc5sc(C)c(C)c45)CC3)sc2c1
 : i	i
COc1ccc2c(c1OC)C(=O)N1C2SC(C)(C)[C@H]1C(=O)NC1CC1 (stereo partly specified)
 : i	i
Cc1ccc(C(O)c2cccnc2)o1 (stereo unspecified)
 : i	i
O=C(CCN1C(=O)c2cccnc2C1=O)NC1CCCCCC1
 : i	i
COCc1ccc([C@@H]2C[C@H]3CN(Cc4ccccc4C)C(=O)[C@]34CCCN24)o1
 : i	i
O=C(CN1CCOCC1)Nc1ccc(Br)cn1
 : i	i
O=C(Nc1cccnc1)c1cc(-c2cc(Cl)ccc2O)n[nH]1
 : i	i
O=C(COc1ccc2c3c(c(=O)oc2c1)CCC3)N1CCN(c2ccccc2)CC1
 : i	i
CC(C)NC(=O)CSc1nc(N)c(NC(=O)c2ccco2)c(=O)[nH]1
 : i	i
Cc1ccccc1N1CC(C(=O)N2CCc3ccccc32)CC1=O (stereo unspecified)
 : i	i
CCc1cc(-c2[nH]ncc2-c2ccc(OC)cc2)c(O)cc1O
 : i	i
CC1=NOC(=O)/C1=C/c1ccc(-c2ccc(Cl)cc2)o1
 : i	i
N#Cc1ccsc1NC(=O)CN1CCN(c2ccc(O)cc2)CC1
 : i	i
Cc1ccc(C(=O)CCC(=O)NC2CCCC(C)C2C)cc1 (stereo unspecified)
 : i	-5.2*
CN1CC(=O)N(CCOc2ccccc2)C1=O
 : i	i
CC(C(=O)Nc1ccccc1C(=O)N1CCOCC1)N(c1ccccc1)S(C)(=O)=O (stereo unspecified)
 : i	i
CCCCNS(=O)(=O)/C=C/c1ccccc1
 : i	i
Oc1ccc[n+](CCCCC[n+]2cccc(O)c2)c1
 : i	i
CC12CNCC(C)(CN(C(c3ccccc3)c3ccccc3)C1)C2
 : i	i
CC1(C)Cc2ccccc2-c2nc(NCCO)n(-c3ccccc3)c(=O)c21
 : i	i

Values run as follows: CHT PAM	CHT inh
COc1ccccc1CNC(=O)c1sccc1C
 : i	i
COc1ccc(N(CC(=O)N2CCN(c3cccc(Cl)c3)CC2)S(=O)(=O)c2c(C)noc2C)cc1
 : i	i
CCOC(=O)N1CCC(NCc2c(C(=O)N(C)Cc3ccccc3)nc3ccccn23)CC1
 : i	i
C=CCN(CC=C)C(=S)Nc1ccc2nsnc2c1
 : i	i
O=C(CCN1CCCCCC1)Nc1ccc(F)cc1
 : i	i
Cc1cccc(N2CC(C(=O)NCCC3=CCCCC3)CC2=O)c1C (stereo unspecified)
 : i	i
COc1ccc(-c2nc(N)n[nH]2)cc1OC
 : i	i
CCN(CC)S(=O)(=O)c1ccc(N2CCCC2)c(NS(=O)(=O)c2ccccc2)c1
 : i	i
COc1ccc(C(CCNCc2ccc(N(C)C)cc2)c2ccccc2OC)cc1 (stereo unspecified)
 : i	i
CCN(CC)C(=O)c1c(Cl)nc(C)c([N+](=O)[O-])c1C
 : i	i
COCCCNC(=O)CN(c1cc(Cl)ccc1OC)S(C)(=O)=O
 : i	i
Cc1ccc(N2CC(C(=O)Nc3nnc(SCC(=O)Nc4nc(C)cs4)s3)CC2=O)cc1 (stereo unspecified)
 : i	i
COc1ccc(CCC(=O)OCC(=O)Nc2ccccc2OC(F)F)cc1OC
 : i	i
COc1ccc(C(=O)NCCN2CCOCC2)c(OC)c1OC
 : i	i
COc1ccccc1Nc1ncc(C(=O)Nc2ccc(OC)c(OC)c2)c2ccccc12
 : i	i
Cc1nc(SCC(=O)NCCc2ccccc2)c2oc3ccccc3c2n1
 : i	i
CCOC(=O)C1(CC2CC2)CCN(Cc2cn[nH]c2-c2ccccc2)CC1
 : i	i
CC(=O)c1ccc(S(=O)(=O)N2CCCC(N(C)CCc3ccccn3)C2)cc1 (stereo unspecified)
 : i	i
N#C/C(=C\c1ccccc1OCC(=O)O)c1nc2ccccc2[nH]1
 : i	i
Cc1nn(C(C)C(=O)NCc2cccs2)c(=O)c2nn(-c3ccccc3)c(C)c12 (stereo unspecified)
 : i	i
Cc1ccc(OCC(=O)N2CCOCC2)cc1C
 : i	i
O=C(CNC(=O)C1COc2ccccc2O1)N/N=C/c1ccc([N+](=O)[O-])cc1 (stereo unspecified)
 : i	i
COc1ccc(S(=O)(=O)N2CCc3ccccc32)cc1C(=O)OCc1c(C)noc1C
 : i	i
COc1cccc(-c2nnc(NC(=O)c3ccc4ncsc4c3)o2)c1
 : i	i
CCOC(=O)c1c(NC(=O)CSc2nnc(-c3ccccc3)n2CC)sc(C(C)=O)c1C
 : i	-5.3*
COc1nc(Nc2cccc([N+](=O)[O-])c2)nc(OC)n1
 : i	i
CCN(CC)C(=O)COc1coc(CN2CCN(Cc3ccccc3)CC2)cc1=O
 : i	i
O=C(O)c1cccc(Cn2cccn2)c1
 : i	i
Cc1cc(C)c(S(=O)(=O)NCc2nc3nc(C)cc(C)n3n2)c(C)c1
 : i	i
Cc1ccccc1NC(=O)CSCCO
 : i	i

Values run as follows: CHT PAM	CHT inh
COC(=O)c1cccc(NC(=O)Cn2cnc3c2c(=O)n(C)c(=O)n3C)c1
 : i	i
CCCCN(CC)C(=S)Nc1ccc2nc3n(c(=O)c2c1)CCCCC3
 : i	i
COc1cccc(N2CCN(C(c3ccccn3)c3nnnn3C(C)(C)C)CC2)c1 (stereo unspecified)
 : i	-5*
O=C(O)CCC(=O)Nc1ccccc1C(=O)Nc1ccccc1
 : i	i
CC(=O)N1c2ccc(S(=O)(=O)N3CCCCC3)cc2CC1C(=O)Nc1ccc(F)cc1C (stereo unspecified)
 : i	i
CCN(C(=O)Cc1ccccc1OC)c1nnc(-c2ccncc2)s1
 : i	i
N#CCCN(C(=O)COC(=O)C1=COCCO1)c1ccc(F)cc1
 : i	i
CCn1c(SCC(=O)OC)nnc1-c1ccncc1
 : i	i
CCOC(=O)c1ccccc1NC(=O)CSc1nncn1C
 : i	i
N#CSCC(=O)c1cccc2ccccc12
 : i	i
COc1cc(NC(=O)COC(=O)CC(C)(C)C)c(C)cc1[N+](=O)[O-]
 : i	i
CNC(=O)c1[nH]cnc1C(=O)Nc1ccc(Cl)cc1
 : i	i
CCOC(=O)c1nn(-c2ccccc2C)c(=O)c2c(N)scc12
 : i	i
CC(C)NC(=O)c1ccc(CSCc2ccccc2Cl)o1
 : i	i
CCn1c(CSc2nc3ccccc3s2)nc2ccccc21
 : i	i
CC(C)OCCCNC(=O)C1CCC(CNS(=O)(=O)c2ccccc2)CC1 (stereo unspecified)
 : i	i
Cc1ccccc1NC(=O)CSCC(=O)Nc1ccccc1C
 : i	i
O=S(=O)(N/N=C\c1ccc2c(c1)OCO2)c1ccccc1
 : i	i
COc1cccc([C@@H]2Oc3ccc(OC)cc3C(=O)[C@H]2OC(=O)Nc2cc(OC)c(OC)c(OC)c2)c1
 : i	i
COc1ccc(NS(=O)(=O)Cc2ccccc2)cc1OC
 : i	i
O=C(CCc1nc(-c2ccccc2F)no1)NC1CCCCC1
 : i	i
Cn1ccnc1C(=O)c1cc(SCC(=O)NCc2ccccc2)nc2ccccc12
 : i	i
CCOc1ccccc1N/C=C/C(=O)C(C)(C)C
 : i	i
CN1CCN(C(=S)C(=O)Nc2ccc(Br)cc2)CC1
 : i	i
CC(C)(C)OC(=O)CC[C@@H](C(=O)N1CCN(C(=O)OC(C)(C)C)CC1)n1cc(C(CO)NC(=O)OC(C)(C)C)nn1 (stereo partly specified)
 : i	i
CC(=O)Nc1cccc(-c2nc3ccccc3s2)c1C
 : i	i
COc1ccc(C(=O)NC(C)c2nccs2)cc1OC1CCN(C(C)C)CC1 (stereo unspecified)
 : i	-5.2*
C[C@H]1CN=C(N(C)C)N1CC1CCCC1
 : i	i
c1ccc(C[C@H]2CN=C(Nc3ccccc3)N2CC2CCC2)cc1
 : i	i
Cn1nc(C(=O)N2CCN(C(c3ccccc3)c3ccccc3)CC2)c2ccccc2c1=O
 : i	i

Values run as follows: CHT PAM	CHT inh
Cc1c(N2C(=O)SC(CC(=O)O)C2=O)c(=O)n(-c2ccccc2)n1C (stereo unspecified)
 : i	i
Cc1ccc(OCC(=O)Nc2nc(-c3ccccn3)cs2)c(C)c1
 : i	i
COc1cc(C(=O)NNC(=O)c2ccoc2C)cc(OC)c1OC
 : i	i
CSc1ccc(CN2CCCC(CNC(=O)c3ccc(F)cc3)C2)cc1 (stereo unspecified)
 : i	i
CCCNC(=O)CSc1nnc(C)s1
 : i	i
Cc1cc([N+](=O)[O-])nn1CCCC(=O)N1CCN(c2ccc(F)cc2)CC1
 : i	i
CCCCSc1nc2sc3c(c2c(=O)n1-c1ccccc1)CCN(C)C3
 : i	i
O=c1cc(CN2CCN(c3ccccn3)CC2)nc2sccn12
 : i	i
N#Cc1c(NC(=O)CCC(=O)O)sc2c1CCCCC2
 : i	i
Cc1ccc(C23CC4CC(CC(C(=O)NC(C(=O)O)C(C)C)(C4)C2)C3)cc1 (stereo unspecified)
 : i	i
COc1ccc(CN(C)CC2CCCN(CCc3ccc(Cl)cc3)C2)cc1OC (stereo unspecified)
 : i	i

Source: PubChem BioAssay
